Vif-A3F inh: Vif-A3F binding inhibition; HeLa A3F-eYFP + Vif (tagged APOBEC3F with the HIV-1 protein that degrades it), YFP fluorescence increase; AID 602313; Potency, µM (top dose mostly 46.1 µM), for the others: at the top dose activity, negative = active; hit rate 0.2% among 390,000; further: potency means the concentration at half of the fitted maximal effect; % of control where 0% means no effect; nearly all actives have a fitted effect of over 65% in size
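HeLa cells stably expressing A3F-eYFP plus Vif, plated and incubated overnight at 37 deg C, then exposed to compounds overnight at 37 deg C. Blocked degradation read as raised yellow fluorescence (Ex 488/Em 500-530).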
LDHA inh: LDHA (human) enzyme inhibition. AID 1347041. purified LDHA, NADH/diaphorase-resazurin fluorescence; active compounds read low. P00338. hit rate 0.15% among 480,000. activity change, % (values are at about 110 or 230 µM); in the data active means activity change below about -30%; inconclusive means mostly about -25% to -30%;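 further: plate controls were DMSO wells for no effect and wells without enzyme for full effect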
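Enzyme activity of human lactate dehydrogenase 5 (2 nM; 0.06 mM NADH, 0.2 mM pyruvate, 5 min, RT) is measured via a resazurin/diaphorase fluorescence readout of residual NADH.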
Vif-APOBEC3G blk: Vif-A3G binding inhibition | AID 602310 | Q9HC16 | HeLa A3G-eYFP + Vif (tagged APOBEC3G with the HIV-1 protein that degrades it), YFP fluorescence, overnight | Potency, µM (titrated, usually from 46.1 µM), for the others: at the highest dose activity, negative = active, actives largely listed as inhibitors | hit rate 0.076% among 410,000;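 further: potency means the concentration at half of the fitted maximal effect; on the % scale 0 is the no-effect control and ±100 the full control effect; nearly all actives have a fitted effect of over 60% in size; hits raise eYFP signal because A3G escapes Vif-driven loss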
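HeLa cells stably expressing Vif and C-terminally eYFP-tagged A3G, seeded overnight at 37 deg C, then exposed to compound by pintool overnight at 37 deg C. Rise in yellow fluorescence (Ex 488/Em 500-530, Acumen) marks blocked Vif-driven A3G degradation.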
D2 agonist: agonists of human D2 dopamine receptor; P14416; HEK293 T-REx D2 cells, calcium flux agonist mode; hit rate 0.53% among 340,000; activation, % at 2 µM;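 active means activation over 3 SD above normal in the single-dose calcium agonist read, cut at about 30% in these data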; further: 0% is about no effect
Target sequence (P14416 whole entry, looked up): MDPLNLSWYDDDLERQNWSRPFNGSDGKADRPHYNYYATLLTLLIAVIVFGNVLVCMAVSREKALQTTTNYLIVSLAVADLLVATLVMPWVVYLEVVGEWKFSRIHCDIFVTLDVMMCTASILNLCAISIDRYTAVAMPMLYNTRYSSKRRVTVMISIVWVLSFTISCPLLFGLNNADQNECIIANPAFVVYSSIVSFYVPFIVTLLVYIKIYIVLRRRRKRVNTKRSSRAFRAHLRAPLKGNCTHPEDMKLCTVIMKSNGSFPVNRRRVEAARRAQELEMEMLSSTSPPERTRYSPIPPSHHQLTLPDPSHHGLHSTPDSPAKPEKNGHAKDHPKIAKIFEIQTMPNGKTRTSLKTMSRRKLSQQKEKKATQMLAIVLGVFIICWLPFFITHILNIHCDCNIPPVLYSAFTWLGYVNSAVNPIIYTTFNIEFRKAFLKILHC
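Calcium-flux readout, 1 cycle/sec over 180 s following compound pin transfer, in inducible HEK293 Trex D2 cells (force-coupled); dopamine controls included. Positive calcium responses during this window marked compounds as potential agonists.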
ERG Ets-DNA blk: blocks human ERG Ets domain binding to DNA | P11308 | fluorescence polarization, His-ERG Ets domain / labelled DNA | Potency, µM (top dose mostly 76.9 µM), for inactives: at the top dose FP activity, negative = inhibition, most hits filed as inhibitors | hit rate 0.028% among 370,000 | AID 624246; active means well fitted inhibition curve with a large enough effect in the polarisation, with a control signal flat; inconclusive means small, poorly fitted or top-dose-only effect, or effect the other way, or a change in a side signal; inactive means no such curve, though single readings can be large or run the other way; the % refers to the polarisation;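 further: polarization taken with two DNA probes labelled with fluorescein and Texas red; potency means the concentration at half of the fitted maximal effect; % of control where 0% means no effect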
Target sequence (P11308 whole entry, looked up, the tested form may be a part): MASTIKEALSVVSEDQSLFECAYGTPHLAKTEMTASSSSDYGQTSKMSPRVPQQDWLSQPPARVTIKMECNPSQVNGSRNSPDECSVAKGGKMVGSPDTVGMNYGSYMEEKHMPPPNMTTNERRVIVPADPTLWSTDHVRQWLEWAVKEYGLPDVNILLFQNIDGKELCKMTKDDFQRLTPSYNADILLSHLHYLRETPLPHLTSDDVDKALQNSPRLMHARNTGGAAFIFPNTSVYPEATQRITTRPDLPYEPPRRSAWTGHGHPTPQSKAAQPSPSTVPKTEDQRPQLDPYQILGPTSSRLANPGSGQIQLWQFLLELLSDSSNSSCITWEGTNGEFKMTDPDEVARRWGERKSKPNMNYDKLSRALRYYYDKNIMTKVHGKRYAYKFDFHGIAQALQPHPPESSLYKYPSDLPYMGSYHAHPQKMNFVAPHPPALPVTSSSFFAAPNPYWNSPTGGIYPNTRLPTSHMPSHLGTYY
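His-tagged ERG Ets domain (1 uM in the protein solution; 300mM KCl, 50mM Tris-HCl, 1mM EDTA, 1mM DTT, pH 7.5) received compound, then a probe mix of 5 nM fluorescein-DNA and 100nM Texas-615-DNA. Fluorescence polarization was read for both dyes.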
RGS4 inhibitor: inhibitors of human regulator of G protein signaling 4; P49798; Transcreener GDP fluorescence polarization, RGS4-accelerated GTP hydrolysis; Potency, µM (titrated, usually from 114 µM), for inactives: top-dose activity change, negative = inhibition, actives largely listed as inhibitors; hit rate 0.039% among 390,000; further: potency means the concentration at half of the fitted maximal effect; on the % scale 0 is the no-effect control and ±100 the full control effect; nearly all actives have a fitted effect of over 75% in size; some results filed as inactive show a strong effect at the top dose
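MLSMR compounds (23 nl, pin-transferred) preincubated 10 min at room temperature with a 500nM (2x) first reagent, then RGS4 at 900nM (2x) plus Transcreener GDP mix added; fluorescence polarization (620/688 nm) read before and after 90 min at 30 °C.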
GRP78 ERSR act: ER stress response induction in glioma; U87-MG GRP78 promoter luciferase reporter, 16 h; Potency, µM, without a hit: at the top dose activation, hits mostly activators; hit rate 0.02% among 420,000; AID 602332; further: potency means the concentration at half of the fitted maximal effect; series mostly up to about 76 µM; % of control where 0% means no effect; nearly all actives have a fitted effect of over 35% in size
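Stably transfected U87-MG human glioma cells carrying a GRP78-based luminescent sensor were seeded at 1000 cells/well, pin-dosed with compounds and incubated 16 h. Luciferase reagent was then added, and end-point luminescence was read after 10 min at room temperature.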
12-LOX inh: ALOX12 (human) lipoxygenase inhibition. P18054. purified 12hLO, xylenol orange hydroperoxide absorbance. Potency, µM (highest dose often 108 µM), for inactives: at the top dose activity change, negative = inhibition, actives largely listed as inhibitors. hit rate 1.1% among 580,000; further: potency means the concentration at half of the fitted maximal effect; on the % scale 0 is the no-effect control and ±100 the full control effect
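Hydroperoxide product was detected by ferrous iron/xylenol orange as the 573 to 405 nm absorbance ratio. Arachidonic acid at 40 uM (final) was turned over for 30 min at room temperature by 150 nM human 12hLO, pH 7.0 Hepes buffer, after 15 min compound preincubation.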
D2 antag: D2 dopamine receptor (human) antagonism. hit rate 2% among 340,000. HEK293 TREx D2 cells, calcium flux, dopamine EC80. inhibition, % at 10 µM; in the data active means inhibition above about 30%; further: 0% is about no effect
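Dopamine at EC80 is the agonist stimulus; test compounds precede it by 180 s. Calcium flux read kinetically in a force-coupled, inducible HEK293 T-REx D2 cell line.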
Starred values were filed as active, the others as inactive; ? = inconclusive; / = no result given; & = joins results of further samples; [ ] = remark or other dose. Unless noted, the call rests on the fitted dose curve; in most records, active means well fitted curve in the direction sought with a large enough effect; inconclusive means small, poorly fitted or top-dose-only effect, or another doubt; inactive means no such curve, though single readings can be large; an effect the other way counts as inactive or inconclusive. The list is partial; rates above refer to the full screens.

SMILES	Vif-A3F inh	LDHA inh	Vif-APOBEC3G blk	D2 agonist	ERG Ets-DNA blk	RGS4 inhibitor	GRP78 ERSR act	12-LOX inh	D2 antag
Cc1nnc(NC(=O)CSc2n[nH]c(-c3ccccc3)n2)s1	0.7%	-2.7	-1.1%	-0.7	2.7%	19.4%	-3.2%	0.3%	-4.3
O=C(O)C1Sc2[nH]c(=O)sc2C2c3cc(Br)ccc3OC(=O)C12 (stereo not given)	-10.4%	4.1	-5.2%	7.4	40.6%[activator]	?	-1.6%	?	-13.9
COc1ccc(Cc2nc3ccc(C(=O)N4CCOCC4)cc3o2)cc1	3.1%	-0.7	-0.4%	/	-3.2%	12.9%	-0.1%	-28.8%	/
COc1ccc(-n2ccn(CC(=O)NCCc3ccccc3)c(=O)c2=O)cc1OC	1.6%	-1.0	1.6%	0.1	-0.7%	11.1%	-2.3%	-9.9%	/
NS(=O)(=O)c1ccc(N2N=C(c3ccccc3)CC2c2ccc(Br)cc2)cc1 (stereo not given)	/	-9.2	-5.3%	/	/	/	-6.8%	?	/
CN(C)c1ccc(NC(=O)Nc2ccc3snnc3c2)cc1	-3.8%	8.3	0.4%	1.6	6.0%	-33.9%	1.5%	11.1%	6.3
CCOC(=O)C1=C(C)NC(=O)NC1c1c(O)ccc2ccccc12 (stereo not given)	0.9%	1.9	1.4%	-1.0	6.0%	16.7%	1.1%	10.2%	1.3
O=C1CCC(C(=O)N2CCCCCC2)CN1CCc1ccc(Cl)cc1 (stereo not given)	-6.4%	-1.8	-0.7%	-0.3	40.0%[activator]	8.9%	4.8%	-0.6%	-7.0
Cc1cccc(NC(=O)c2ccc([N+](=O)[O-])o2)n1	-17.8%	7.8	-29.4%	0.6	-9.2%	10.0%	?	0.0%	-0.6
O=C(COC(=O)CNS(=O)(=O)c1cccc(F)c1)NCCc1ccccc1	1.1%	-1.0	-0.6%	/	-6.6%	16.4%	-5.0%	?	/

Some values from the list.
ERG Ets-DNA blk result of Cc1nnc(NC(=O)CSc2n[nH]c(-c3ccccc3)n2)s1 : 2.7%
ERG Ets-DNA blk result of CCOC(=O)C1=C(C)NC(=O)NC1c1c(O)ccc2ccccc12 (stereo not given) : 6.0%

(listing goes on)
SMILES	Vif-A3F inh	LDHA inh	Vif-APOBEC3G blk	D2 agonist	ERG Ets-DNA blk	RGS4 inhibitor	GRP78 ERSR act	12-LOX inh	D2 antag
COc1ccc(-n2c(C)nc3c(cnn3-c3ccc(C)c(C)c3)c2=O)cc1Cl	-1.8%	-1.6	-0.5%	1.5	3.3%	-11.2%	-3.5%	0.0%	/
CCN1C(=O)CC(C(C)C)N(C2CCCC2)c2nc(Nc3ccc(C(=O)NC4CCN(C)CC4)cc3OC)ncc21 (stereo not given)	4.2%	-0.6	?	/	-4.5%	19.5%	-4.5%	/	/
CCc1ccc(OCC(=O)N/N=C/c2cc([N+](=O)[O-])ccc2N2CCOCC2)cc1	3.1%	-0.1	2.9%	2.3	-10.3%	-26.6%	-7.8%	-26.3%	4.2
O=[N+]([O-])c1ccc(OCCCn2cncn2)cc1	-11.8%	-11.2	0.8%	-2.1	-1.3%	3.8%	-3.1%	11.7%	-3.1
Cn1cc(C(=O)N2CCc3ccccc3C2)c(=O)c2cc(S(=O)(=O)N3CCOCC3)ccc21	-7.3%	-3.4	4.3%	1.0	-12.8%	-17.1%	-1.5%	-23.2%	-0.8
O=C(CSc1nnc(C2COc3ccccc3O2)o1)Nc1ccc(F)cc1Cl (stereo not given)	9.2%	0.6	-9.0%	1.0	-0.4%	-1.6%	-3.5%	-15.4%	29.8
N/C(=N/OCC(=O)Nc1cccc2ccccc12)c1nonc1N	-8.0%	-1.5	-1.0%	-0.1	-4.4%	4.7%	-2.4%	-6.7%	-3.8
Cc1cc(C)cc(NC(=S)/C(=C(\[O-])c2ccc(Cl)s2)[n+]2cccc(C)c2)c1	-7.1%	-10.4	1.9%	10.0	-3.4%	9.1%	-4.1%	-11.6%	5.1
CCN(CC)C(=S)NC(=O)c1ccc(F)cc1	?	-9.4	0.0%	0.2	46.3%[activator]	-4.4%	-1.3%	1.0%	0.8
COc1ccc(-c2ccc3c(c2)S(=O)(=O)c2cccc(C(=O)NCc4cccc(OC(F)(F)F)c4)c2C3=O)cc1OC	?	-2.8	?	/	-11.4%	-10.2%	-2.3%	/	/
CCOC(=O)CC(=O)CSc1ccc2nnc(-c3ccccc3)n2n1	-8.1%	-3.2	-3.3%	0.3	1.2%	26.8%	-0.7%	3.0%	13.0
COc1ccc2c3c(c(=O)oc2c1OCC(=O)C(C)(C)C)CCCC3	5.2%	-0.2	1.8%	-0.3	-0.3%	-5.9%	-0.4%	4.0%	-16.5
CCCc1cc(=O)[nH]c(SCC(=O)NC2CC2)n1	3.1%	-5.7	1.9%	/	-2.3%	-9.6%	-0.7%	-6.4%	/
C=CCn1c(SCC(=O)N2CCc3ccccc3C2)nc2sc(C)cc2c1=O	2.6%	-7.4	-0.5%	0.7	-2.4%	-27.2%	-2.1%	1.4%	13.8
O=C(Cn1ncc2c3ccccc3n(Cc3ccccc3F)c2c1=O)N1CCCCC1	0.8%	-0.5	-0.6%	0.4	-1.3%	3.2%	0.5%	-10.7%	/
C[C@H](NC(=O)c1ccc2c(c1)OCO2)c1nnc2ccccn12	-5.4%	1.2	-3.5%	/	-16.7%	-15.0%	9.8%	/	/
COc1ccc(CNC(=O)CN(Cc2ccco2)C(=O)CNS(=O)(=O)c2ccc(C)cc2)cc1	-1.2%	-10.6	7.0%	3.5	-9.6%	-10.3%	-1.0%	-7.6%	0.5
CCc1ccccc1NC1=NCC(=O)N1Cc1ccccc1	-0.8%	-5.8	-0.3%	0.3	-1.1%	0.4%	-6.7%	?	3.2
O=C(CCNC(=O)c1ccccc1Cl)Nc1nc2ccc(F)cc2s1	3.3%	5.2	2.4%	0.4	0.1%	-0.4%	2.3%	-16.0%	13.7
CC(=O)Nc1ccc(C2NC(=O)CCC2[N+](=O)[O-])cc1 (stereo not given)	-5.8%	-5.0	-6.8%	-0.4	-0.4%	-14.9%	-7.2%	0.0%	-1.1
O=C(COc1coc(CN2CCc3ccccc3C2)cc1=O)Nc1cccc([N+](=O)[O-])c1	8.4%	-5.3	-1.8%	0.2	-3.8%	-9.7%	-4.3%	11.6%	-3.2
CSc1cccc(NC(=O)CN(c2ccccc2)S(=O)(=O)N(C)C)c1	-3.9%&-8.1%	1.5&-0.8	-1.7%&3.2%	-1.0&0.4	2.4%&-15.1%	8.8%&-0.6%	-2.9%&-4.1%	?	6.2
CN(CCO)c1ccc(-c2nn(C)c(=O)c3ccccc23)cc1[N+](=O)[O-]	0.9%	-0.4	-6.8%	1.5	-8.2%	-1.3%	-6.9%	-59.7%	7.4
O=C(Nc1nnc(SCc2ccccc2Cl)s1)c1cccc([N+](=O)[O-])c1	-0.7%	-11.3	1.7%	0.6	-1.9%	-8.7%	-3.5%	-4.4%	7.3
O=C(COc1ccccc1)NC(=S)Nc1ccc2c(c1)Cc1ccccc1-2	-8.2%	-1.5	2.6%	-0.2	-0.1%	-3.8%	-7.7%	?	13.4
COc1ccc(-c2nnc3ccc(SCC(=O)Nc4cc(C)on4)nn23)cc1OC	-1.7%	-0.8	0.7%	0.6	-20.4%	-14.2%	-4.0%	-3.8%	-11.0
CCCN(CCC)C(=O)c1oc2ccccc2c1NC(=O)Cc1cccc(OC)c1	3.9%	-5.5	3.6%	-0.5	11.3%	35.4%	-3.6%	71.2%[activator]	7.8
CCOc1ccccc1NC(=O)/C=C/C(N)=O	1.1%	-4.9	-3.0%	-0.2	/	-16.7%	-5.1%	-5.1%	-10.0
O=C(c1cnc2sccn2c1=O)N1CCCc2ccccc21	-2.6%	5.3	-0.5%	-0.3	17.0%	-4.0%	-2.0%	5.7%	6.7
NS(=O)(=O)c1ccc(NC(=O)COC(=O)COc2ccccc2)cc1	0.1%	-2.6	0.2%	0.5	-9.9%	-3.4%	-2.4%	-6.5%	-0.4
Cc1nc2c(C(=O)NCc3ccccc3)c[nH]n2c(=O)c1Cc1ccccc1Cl	/	-4.1	/	-0.5	-2.1%	-10.7%	/	-16.9%	/
CCC(=O)N(Cc1cc2cc(OC)ccc2[nH]c1=O)c1ccc(C)cc1C	0.5%	-6.8	0.9%	0.7	-1.6%	8.8%	-1.7%	-2.6%	6.2
CCOC(=O)[C@H]1[C@H]2COc3ccc(Cl)cc3[C@@H]2N2C(=O)CN(Cc3ccco3)C(=O)[C@@]12C	0.3%	-1.2	2.5%	-0.1	-2.4%	-7.2%	-6.5%	?	-16.4
Cc1ccc(NC(=O)CSc2nc3nc(C)cc(C)c3c(=O)[nH]2)cc1	-2.3%	-2.7	1.6%	9.6	1.1%	-16.2%	-5.5%	0.0%	-22.7
O=C(Nc1cccc(S(=O)(=O)N2CCCC2)c1)c1ccc(Cl)nc1	-4.8%	-1.6	-15.3%	/	-1.3%	-5.7%	-4.5%	-11.5%	/
Cc1nn(CC#N)c(=O)n1N(C)c1ncc(C(F)(F)F)cc1Cl	-0.2%	-2.3	-0.7%	0.3	1.9%	-7.7%	-2.0%	5.5%	-3.5
Nc1ccccc1-n1cccc1	?	-0.2	-29.4%	0.4	?	22.1%	4.7%	?	5.2
O=C(CNCC1CCCCC1)Nc1cccc(S(=O)(=O)N2CCOCC2)c1	-0.4%	-21.0	0.1%	0.2	-11.5%	-24.3%	-2.3%	?	4.9

Screening data from PubChem.
